Screening data deposited in PubChem by The Scripps Research Institute Molecular Screening Center.
ASK1 inh: inhibitors of human ASK1 kinase | AlphaScreen MKK6 phosphorylation by ASK1, luminescence | inhibition, % at 7.44 µM | 22,000 tested, 0.99% active | AID 1159602; in the data active means inhibition above about 35%;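 further: 0% = median of compound wells and 100% = no enzyme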
Target sequence (Q99683 whole entry, looked up): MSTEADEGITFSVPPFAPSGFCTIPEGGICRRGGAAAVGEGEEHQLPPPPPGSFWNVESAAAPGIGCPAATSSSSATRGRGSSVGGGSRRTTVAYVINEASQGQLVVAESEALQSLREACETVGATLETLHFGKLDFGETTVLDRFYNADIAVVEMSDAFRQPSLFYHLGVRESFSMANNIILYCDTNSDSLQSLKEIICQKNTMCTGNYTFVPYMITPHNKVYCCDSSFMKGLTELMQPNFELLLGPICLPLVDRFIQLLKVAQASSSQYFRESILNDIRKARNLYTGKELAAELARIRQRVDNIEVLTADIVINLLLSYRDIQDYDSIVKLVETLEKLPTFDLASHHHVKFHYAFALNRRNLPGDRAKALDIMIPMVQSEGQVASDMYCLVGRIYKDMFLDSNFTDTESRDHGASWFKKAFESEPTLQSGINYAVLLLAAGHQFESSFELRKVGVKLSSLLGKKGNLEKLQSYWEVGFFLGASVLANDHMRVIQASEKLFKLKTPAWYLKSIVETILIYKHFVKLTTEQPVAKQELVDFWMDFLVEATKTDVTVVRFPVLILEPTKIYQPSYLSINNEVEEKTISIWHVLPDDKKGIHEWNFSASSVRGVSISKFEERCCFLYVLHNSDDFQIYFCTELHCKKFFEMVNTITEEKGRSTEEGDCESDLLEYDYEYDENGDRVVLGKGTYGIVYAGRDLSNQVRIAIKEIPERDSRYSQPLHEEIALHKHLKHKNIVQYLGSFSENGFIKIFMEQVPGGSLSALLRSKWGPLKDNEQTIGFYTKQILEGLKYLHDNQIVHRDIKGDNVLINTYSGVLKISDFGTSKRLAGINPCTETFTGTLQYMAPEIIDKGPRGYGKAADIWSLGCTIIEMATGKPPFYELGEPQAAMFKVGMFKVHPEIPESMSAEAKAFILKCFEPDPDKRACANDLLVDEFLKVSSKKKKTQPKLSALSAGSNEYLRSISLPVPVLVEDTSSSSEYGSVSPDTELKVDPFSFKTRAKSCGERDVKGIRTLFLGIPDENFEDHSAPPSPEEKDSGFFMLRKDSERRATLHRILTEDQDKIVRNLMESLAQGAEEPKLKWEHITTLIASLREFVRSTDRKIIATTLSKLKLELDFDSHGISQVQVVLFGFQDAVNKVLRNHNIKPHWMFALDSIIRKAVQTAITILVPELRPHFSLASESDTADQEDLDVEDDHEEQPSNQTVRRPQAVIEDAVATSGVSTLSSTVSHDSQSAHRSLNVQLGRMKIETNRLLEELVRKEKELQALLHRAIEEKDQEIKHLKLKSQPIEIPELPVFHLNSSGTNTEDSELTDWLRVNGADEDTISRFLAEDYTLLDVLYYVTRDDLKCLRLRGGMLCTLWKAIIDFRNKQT
ULK1 primary: human ULK1 kinase inhibition, primary screen | inhibition, % at 5.96 µM | O75385 | AlphaScreen Atg13 phosphorylation by ULK1, luminescence | 30,000 tested, 1.9% active; in the data active means inhibition above about 43%;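 further: 0% = median of compound wells and 100% = no enzyme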
The depositor's hits bear a star; / = not tested or not shown. An unsorted share of the library (roughly 2.8% active in at least one column).

ASK1 inh,ULK1 primary,SMILES
-5.5,-27.9,O=C(NC1CC1)c1ccc(-c2nc(NCCc3ccc(O)cc3)c3ncn(Cc4ccc(C(F)(F)F)cc4)c3n2)cc1
/,-17.1,Cc1ccc(COc2cccc3ccc(N4CCN(C(=O)c5ccco5)CC4)nc23)cc1
15.0,-23.1,O=C(Nc1cccc(Cl)c1F)c1cnc(Nc2ccnc(Nc3ccc(N4CCOCC4)cc3)c2)s1
21.2,-10.9,FC(F)(F)c1ccc(Cn2cnc3c(NC4CC4)nc(Nc4ccc(N5CCOCC5)cc4)nc32)cc1
/,-2.5,O=c1c(-c2ccc(O)cc2)coc2cc(O)cc(O)c12
-10.7,-8.9,O=C(Cc1cn(-c2ccc(N3CCCC3CO)nn2)c2ccccc12)NCCOc1ccccc1 (centres undefined)
/,-2.7,CC(O)(P(=O)(O)O)P(=O)(O)O
-5.4,-4.9,CCNc1nc(NC2CC2)c2[nH]cnc2n1
2.2,-5.4,COc1ccc(-c2cc(N)ncn2)cn1
0.8,-0.3,c1cncc(CNc2cc(NC3CC3)ncn2)c1
-8.2,-6.5,C#CCN1CCN(c2c(C)cccc2NC(=O)c2ccc(Br)o2)CC1
-4.3,-5.4,Nc1nc(Cl)cc(NCc2cccc(C(F)(F)F)c2)n1

Continued:
ASK1 inh,ULK1 primary,SMILES
/,4.5,C=CCNc1cc(-c2cncc(-c3cccs3)c2)nc(C)n1
/,3.4,CCOc1cc(/C=C(\C#N)C(=O)NC)ccc1OCCOc1ccccc1
-19.2,0.4,O=C([C@@H](O)COc1ccc(Br)cc1)N1CCC(Nc2ccc3cnccc3c2)CC1
-4.7,11.6,CC(=O)Nc1cccc(-c2cnc3cccc(NC(C)=O)c3c2)c1
-4.0,-55.0,COc1cccc(CN(CCCN2CCOCC2)C(=O)c2cc3ccc(-c4cn[nH]c4)cc3[nH]2)c1
/,3.3,CCc1nnc(-c2cc3ccccc3n2CC(=O)Nc2ccc(OC)cc2OC)o1
/,-24.0,OC1(c2ccccc2)CCNCC1
-1.2,-16.2,CCCNc1nc(-c2ccc(OC)cc2)nc2nc[nH]c12
7.7,8.3,COc1cc(NC(=O)c2cccc(-n3cc(/C=C/C(=O)c4ccccc4)cn3)c2)ccc1CN1CCOCC1
-11.8,-11.7,Fc1cnc(Nc2ccc(-n3cnc(N4CCOCC4)n3)cc2)cc1-c1ccn(CCN2CCOCC2)n1
5.7,-11.2,Nc1nccc(-c2ccc(NC(=O)N(Cc3ccccc3)C3CC3)cc2)n1
0.3,-3.6,O=C(NCc1nc2ccccc2[nH]1)c1cccc(Nc2ccc(-n3ccnc3)cc2)c1

(listing goes on)
ASK1 inh,ULK1 primary,SMILES
-20.3,3.3,CS(=O)(=O)Nc1ccc(-c2cncc(Nc3cccnc3)c2)cc1
16.6,24.7,Cc1cnc(Nc2ccc(N3CCOCC3)cc2)nc1NCc1cccnc1
9.7,9.7,N#Cc1c(Nc2ccccc2C(N)=O)ccnc1Nc1ccc(N2CCOCC2)cc1
/,-4.7,COc1cccc(C(=O)NNC(=O)COc2ccc(C)cc2Br)c1
/,2.8,COCc1c(C(C)C)nc(C(C)C)c(/C=C/[C@@H](O)C[C@@H](O)CC(=O)O)c1-c1ccc(F)cc1
-14.1,63.2*,Cc1ccc(-c2cccc3cnc(Nc4ccc(C(=O)N5CCCC5)cc4)nc23)cn1
/,-3.7,COc1c(S(=O)(=O)NCc2ccco2)ccc(Cl)c1Cl
11.6,-12.7,c1ccc(OCCNc2cc(NCc3ccc4c(c3)OCO4)ncn2)cc1
-13.3,-45.4,O=C(Nc1ccccc1)Nc1ccc2c(-c3ccccc3)n[nH]c2c1
0.5,2.4,OC1CCC(Nc2ncc(-c3ccc(N4CCOCC4)cc3)n3ccnc23)CC1 (centres undefined)
/,0.3,NNC(=O)CNC(=O)/C=C/c1ccco1
-0.6,9.5,FC(F)(F)c1cccc(CNc2nc(Nc3cccnc3)nc3nc[nH]c23)c1

(continued)
ASK1 inh,ULK1 primary,SMILES
-2.8,-11.3,COc1cccc(CNC(=O)c2n[nH]c3ccc(-c4cn[nH]c4)cc23)c1
/,5.9,NC(C(=O)Cl)c1ccccc1 (centres undefined)
7.0,-4.8,CC(=O)Nc1ccc(Nc2cc(-c3ccc(N4CCN(C)CC4)cc3)nc(N)n2)cc1
/,-2.4,O=C(CCCN1CCC(O)(c2ccc(Br)cc2)CC1)c1ccc(F)cc1
3.7,6.9,Nc1nc(Nc2ccccc2)cc(Nc2ccncn2)n1
8.6,0.5,O=C(Nc1ccc(-c2cn[nH]c2)cc1)C1=Cc2ccccc2OC1
4.4,2.3,c1ccc(CNc2nc(-c3csc4ccccc34)nc3nc[nH]c23)cc1
3.1,4.3,c1ccc(CN2CCC(Nc3nc(Nc4cnccn4)nc4c3ncn4-c3ccsc3)CC2)cc1
-11.4,40.2,Cc1noc(C)c1-c1nc(Nc2ccc(Oc3ccccc3)cc2)c2ncn(-c3ccccc3)c2n1
5.5,-3.6,c1ccc(OCCNc2nc(Nc3cnccn3)nc3c2ncn3-c2ccsc2)cc1
-17.8,11.1,Cn1c(Nc2nc(C(=O)NCCc3ccc(O)cc3)cs2)nc2ccccc21
-4.4,-8.8,O=C(NCc1ccccc1)c1cnc(N2CCN(Cc3ccc4c(c3)OCO4)CC2)s1

A section from further up:
ASK1 inh,ULK1 primary,SMILES
7.7,8.3,COc1cc(NC(=O)c2cccc(-n3cc(/C=C/C(=O)c4ccccc4)cn3)c2)ccc1CN1CCOCC1
-11.8,-11.7,Fc1cnc(Nc2ccc(-n3cnc(N4CCOCC4)n3)cc2)cc1-c1ccn(CCN2CCOCC2)n1
5.7,-11.2,Nc1nccc(-c2ccc(NC(=O)N(Cc3ccccc3)C3CC3)cc2)n1
0.3,-3.6,O=C(NCc1nc2ccccc2[nH]1)c1cccc(Nc2ccc(-n3ccnc3)cc2)c1
-20.3,3.3,CS(=O)(=O)Nc1ccc(-c2cncc(Nc3cccnc3)c2)cc1
16.6,24.7,Cc1cnc(Nc2ccc(N3CCOCC3)cc2)nc1NCc1cccnc1
9.7,9.7,N#Cc1c(Nc2ccccc2C(N)=O)ccnc1Nc1ccc(N2CCOCC2)cc1
/,-4.7,COc1cccc(C(=O)NNC(=O)COc2ccc(C)cc2Br)c1
/,2.8,COCc1c(C(C)C)nc(C(C)C)c(/C=C/[C@@H](O)C[C@@H](O)CC(=O)O)c1-c1ccc(F)cc1
-14.1,63.2*,Cc1ccc(-c2cccc3cnc(Nc4ccc(C(=O)N5CCCC5)cc4)nc23)cn1
/,-3.7,COc1c(S(=O)(=O)NCc2ccco2)ccc(Cl)c1Cl
11.6,-12.7,c1ccc(OCCNc2cc(NCc3ccc4c(c3)OCO4)ncn2)cc1
-13.3,-45.4,O=C(Nc1ccccc1)Nc1ccc2c(-c3ccccc3)n[nH]c2c1
0.5,2.4,OC1CCC(Nc2ncc(-c3ccc(N4CCOCC4)cc3)n3ccnc23)CC1 (centres undefined)
/,0.3,NNC(=O)CNC(=O)/C=C/c1ccco1
-0.6,9.5,FC(F)(F)c1cccc(CNc2nc(Nc3cccnc3)nc3nc[nH]c23)c1
-2.8,-11.3,COc1cccc(CNC(=O)c2n[nH]c3ccc(-c4cn[nH]c4)cc23)c1
/,5.9,NC(C(=O)Cl)c1ccccc1 (centres undefined)
7.0,-4.8,CC(=O)Nc1ccc(Nc2cc(-c3ccc(N4CCN(C)CC4)cc3)nc(N)n2)cc1
/,-2.4,O=C(CCCN1CCC(O)(c2ccc(Br)cc2)CC1)c1ccc(F)cc1
3.7,6.9,Nc1nc(Nc2ccccc2)cc(Nc2ccncn2)n1

(next part)
ASK1 inh,ULK1 primary,SMILES
16.6,13.5,CN(C)c1cccc(Nc2nc(NCc3cccc(C(F)(F)F)c3)c3ncn(-c4ccccc4)c3n2)c1
-13.9,-10.7,Cc1cnc(-c2ccccc2)nc1NCCOc1ccccc1
-9.4,-1.3,COc1ccc(-c2nc(C)cc(NCCO)n2)cc1
1.5,27.3,O=C(Nc1ccc2[nH]ncc2c1)c1ccc(O[C@@H]2CCNC2)nc1
-0.3,3.0,Cc1cccc(-c2nc(C)cc(Nc3ccc(OCCN4CCCCC4)cc3)n2)c1
-16.7,-2.9,NS(=O)(=O)c1cccc(Nc2nccc(Oc3ccccc3)n2)c1
22.8,-10.8,Fc1ccc(-c2c(-c3ccnc(Nc4ccc(N5CCOCC5)cc4)c3)noc2Cl)cc1
15.9,1.0,O=C1CCCN1CCn1cnc2c(NC3CCN(Cc4ccccc4)CC3)nc(Nc3ccc(N4CCOCC4)cc3)nc21
-4.3,-11.7,Cc1nn(C)c(C)c1-c1ccc2nc(C(C)C)[nH]c(=O)c2c1
1.4,-13.1,COc1ccc(CCNc2cc(-c3ccc(N4CCN(C)CC4)cc3)nc(N)n2)cc1
-4.1,2.3,O=C(Nc1ccncc1-c1ccc([N+](=O)[O-])cc1)C1COc2ccccc2O1 (centres undefined)
-13.7,-3.9,CCN(CC)c1nc(Nc2nccc3ccccc23)nc(NC2CCN(Cc3ccccc3)CC2)n1

Next entries follow:
ASK1 inh,ULK1 primary,SMILES
-2.0,-3.3,Cc1cccc(-c2nccc(Nc3ccc(OCCN4CCCCC4)cc3)n2)c1
-8.4,-5.4,OCC1CCCN1c1nc(NC2CC2)c2[nH]cnc2n1 (centres undefined)
-13.5,-7.1,c1ccc2[nH]c(CNc3nc(N4CCOCC4)nc4c3ncn4C3CCCCC3)nc2c1
-0.7,47.3*,O=C(Cc1cn(-c2ccc(NCCCN3CCCC3=O)nn2)c2ccccc12)Nc1ccc(N2CCOCC2)cc1
9.5,-0.8,c1cc(Nc2ccc3c(c2)OCO3)nc(NCc2ccc3c(c2)OCO3)n1
8.4,-12.8,COc1cc(NC(=O)c2cccc(-n3cc(NC(=O)N[C@@H](C)c4ccccc4)cn3)c2)ccc1N1CCOCC1
-0.7,-8.7,Nc1nc(NCc2ccccc2)cc(-c2ccc(N3CCOCC3)nc2)n1
15.7,48.8*,COc1cc(Nc2nc(-c3ccccc3)ncc2C)cc(OC)c1OC
-9.8,1.0,COc1ccc(CCNC(=O)c2cncc(-c3cccs3)c2)cc1
-5.3,4.4,c1ccc(CN2CCC(Nc3ncnc4nc(-c5ccccc5)[nH]c34)CC2)cc1
9.7,16.3,CC(C)C[C@H](O)C(=O)N1CCC[C@@H]1C(=O)Nc1ccc2[nH]ncc2c1
4.5,6.9,COc1ccc(CCNC(=O)Cc2cn(-c3ccc(Nc4ccc(-n5ccnc5)cc4)nn3)c3ccccc23)cc1

Remaining list, next part.
ASK1 inh,ULK1 primary,SMILES
25.6,12.1,CC(=O)Nc1ccc(Nc2nc(Nc3cccc(N(C)C)c3)nc3c2ncn3-c2ccsc2)cc1
1.1,25.2,Cn1cc(-c2cc(Nc3ccc(N4CCOCC4)cc3)ncc2F)cn1
/,8.1,Cc1ccc(NC(=O)C(=O)NNC(=O)COc2ccc3ccccc3c2)cc1
6.8,-6.4,COc1ccc(CCNC(=O)c2csc(-c3ccc(C(N)=O)cc3)n2)cc1
6.3,2.5,CC(C)N(CCNc1nc(Nc2ccncn2)nc2c1ncn2CCN1CCCC1=O)C(C)C
2.4,14.3,COc1ccc(CCNC(=O)c2cnc(Nc3ccc4ncccc4c3)s2)cc1
-3.2,-18.9,COc1ccc(-c2cc(NCCOc3ccccc3)nc(N)n2)cc1
3.9,-0.7,Nc1nc(NC2CCN(Cc3ccccc3)CC2)cc(-c2ccc(C(=O)NC3CC3)cc2)n1
/,10.1,CN(C)c1ccc(O)c2c1C[C@H]1C[C@H]3[C@H](N(C)C)C(=O)C(C(N)=O)=C(O)[C@@]3(O)C(=O)C1=C2O
-3.7,-11.5,O=C(NC1CC1)C1CCN(c2ccc(Cl)nn2)CC1
3.6,-6.8,CCCNc1nc(-c2cccc(C(C)=O)c2)nc2c1ncn2-c1ccccc1
12.8,5.4,CN(C)Cc1cnc(Nc2ccc(N3CCOCC3)cc2)cc1Nc1ccccc1C#N

Later entries
ASK1 inh,ULK1 primary,SMILES
/,-9.0,Cc1cccc(NC(=O)c2ccc(Br)o2)c1C
/,64.3*,COc1cc(NC(C)CCCN)c2ncccc2c1 (centres undefined)
5.4,5.3,c1cc(Nc2ccc(N3CCOCC3)cc2)nc(N2CCOCC2)n1
2.2,-2.3,O=C(NC1CC1)c1ccc(-c2cccc(C(=O)NCCc3ccc(O)cc3)n2)cc1
/,-13.8,O=C(CSc1nccn1Cc1ccccc1Cl)Nc1ccc(F)cc1
5.7,22.0,CC(C)N(CCNC(=O)Cc1cn(-c2ccc(Nc3cnccn3)nn2)c2ccccc12)C(C)C
-11.9,3.5,O=C(Nc1ccc2[nH]ncc2c1)C1CCN(C(=O)[C@H](O)c2ccccc2)CC1
-15.1,-1.2,NC(=O)c1cccc(-c2cccc(N)c2)n1
0.3,-6.6,CC(C)N(CCNC(=O)c1ccc(-c2ccccc2)s1)C(C)C
-3.9,-3.6,O=C(NCCOc1ccccc1)c1cccc(NCCCN2CCCC2=O)c1
12.4,3.8,O=C1CCCN1CCn1cnc2c(NCc3cccc(C(F)(F)F)c3)nc(Nc3ccc(N4CCOCC4)cc3)nc21
/,0.7,COC(=O)c1ccccc1Oc1nc(OC)c(Cl)c(OC)n1

Some of the entries so far, with each value named.
> COc1cc(NC(C)CCCN)c2ncccc2c1 (centres undefined)
  ASK1 inh: /
  ULK1 primary: 64.3*

> c1cc(Nc2ccc(N3CCOCC3)cc2)nc(N2CCOCC2)n1
  ASK1 inh: 5.4
  ULK1 primary: 5.3

> O=C(NC1CC1)c1ccc(-c2cccc(C(=O)NCCc3ccc(O)cc3)n2)cc1
  ASK1 inh: 2.2
  ULK1 primary: -2.3

> O=C(CSc1nccn1Cc1ccccc1Cl)Nc1ccc(F)cc1
  ASK1 inh: /
  ULK1 primary: -13.8
